WRN inhibitor = WRN helicase (human) inhibition; WRN helicase unwinding, fluorescent forked duplex, kinetic; Q14191; AID 651768; 360,000 tested, 0.46% active; Potency, µM (titrated, usually from 114 µM), for the others: top-dose activity change, negative = inhibition, hits mostly inhibitors; also: potency is read from the fitted curve at half-maximal effect; % is scaled to controls: 0 for no effect and ±100 for the full control effect; nearly all actives have a fitted effect of over 55% in size
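WRN at 20 nM final preincubated with compound 15 min at room temperature; reaction started with 100 nM fluorophore/quencher forked duplex oligonucleotide and 2 mM ATP final. Unwinding followed kinetically by red fluorescence (ex 525, em 598 nm).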
MmCpn inh = blocks the Methanococcus maripaludis chaperonin Mm-Cpn. purified Mm-Cpn ATPase, ADP Transcreener TR-FRET. Potency, µM (top dose mostly 76.9 µM), for the others: top-dose activity, negative = inhibition, usual class: inhibitors. 330,000 tested, 0.031% active. AID 504842; also: potency is read from the fitted curve at half-maximal effect; % is scaled to controls: 0 for no effect and ±100 for the full control effect; nearly all actives have a fitted effect of over 80% in size
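25 nM Mm-CPN + cpd, 10 min 37°C; + 10 uM ATP, 30 min 37°C; buffer 30 mM Tris pH 7.4, 100 mM KCl, 5 mM MgCl2, 1 mM DTT; Transcreener ADP HTRF detection 30 min RT.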
EPAC1 ag = EPAC1 (human) agonism. EPAC1 agonist qHTS, biochemical assay; response scale: 100% = response to 6.5 mM cAMP. Potency, µM (highest dose often 154 µM), for the others: at the highest dose activation, actives largely listed as activators. 360,000 tested, 0.073% active. AID 720707; also: potency is read from the fitted curve at half-maximal effect; nearly all actives have a fitted effect of over 60% in size
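EPAC1 100 nM, Rap1B–BODIPY-GDP 250 nM, unlabeled GDP 50 uM; compound titration; 5 min RT; kinetic read ex480/em540 at 5-min intervals ×30 min; data normalized to 6.5 mM cAMP agonist control.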
PI5P4K alpha inh = inhibitors of human PI5P4K alpha; 330,000 tested, 1.2% active; PI5P4Kalpha enzyme, ADP-Glo luminescence, 60 min; stronger effect = lower value; max response, %; active = max response of -50% or lower; inconclusive = between -30% and -50%; inactive = -30% or higher; also: value at the top dose of about 77 µM; % is scaled to controls: 0 for no effect and ±100 for the full control effect
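Quantitative HTS of the MLSMR library against PI5P4Kalpha with substrate. ATP added last at 5 microM final; room temperature, 60 minutes. Remaining ATP depleted, ADP converted and read as luminescence.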
EPAC1 antag = blocks human EPAC1 exchange factor. O95398. EPAC1 GEF assay, Rap1b-BODIPY-GDP exchange fluorescence. Potency, µM (top dose mostly 115 µM), for the others: top-dose activity change, negative = inhibition, most hits filed as inhibitors. 360,000 tested, 0.14% active. AID 720709;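 also: potency is read from the fitted curve at half-maximal effect; plate controls were vehicle for no effect and positive control for full effect; nearly all actives have a fitted effect of over 50% in size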
PLK1 PBD inh = blocks phosphopeptide binding to human PLK1 polo-box domain. P53350. Plk1 PBD binding of FITC phosphopeptide, fluorescence polarization. Potency, µM, for the others: max response, negative = inhibition, usual class: inhibitors. 360,000 tested, 2.8% active. AID 720504; also: potency is read from the fitted curve at half-maximal effect; series mostly up to about 57 µM; % is scaled to controls: 0 for no effect and ±100 for the full control effect; nearly all actives have a fitted effect of over 65% in size
CCT chaperon mod = cytosolic chaperonin activity modulation. purified chaperonin ATPase assay, HTRF ADP detection, 30 min. activity change, % (no concentration beside the values), hits read low. 360,000 tested, 0.3% active. AID 651819; in the data active = activity change below about -30%; also: % is scaled to controls: 0 for no effect and ±100 for the full control effect
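TRiC (40 or 20 nM final, by batch activity) in 30 mM Tris pH 7.4, 100 mM KCl, 5 mM MgCl2, 1 mM DTT was treated with compound at 76 uM single dose, then 10 uM ATP, 30 min at 37 °C. ADP was read by HTRF Transcreener.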
EPAC2 antag = blocks human EPAC2 exchange factor. Q8WZA2. EPAC2 GEF exchange of Rap1B-BODIPY-GDP, fluorescence. Potency, µM (top dose mostly 114 µM), without a hit: at the highest dose activity, negative = inhibition, actives largely listed as inhibitors. 360,000 tested, 0.18% active; also: potency is read from the fitted curve at half-maximal effect; % is scaled to controls: 0 for no effect and ±100 for the full control effect; nearly all actives have a fitted effect of over 45% in size; many of its hits are not listed in these tables
Target sequence (Q8WZA2 whole entry, looked up): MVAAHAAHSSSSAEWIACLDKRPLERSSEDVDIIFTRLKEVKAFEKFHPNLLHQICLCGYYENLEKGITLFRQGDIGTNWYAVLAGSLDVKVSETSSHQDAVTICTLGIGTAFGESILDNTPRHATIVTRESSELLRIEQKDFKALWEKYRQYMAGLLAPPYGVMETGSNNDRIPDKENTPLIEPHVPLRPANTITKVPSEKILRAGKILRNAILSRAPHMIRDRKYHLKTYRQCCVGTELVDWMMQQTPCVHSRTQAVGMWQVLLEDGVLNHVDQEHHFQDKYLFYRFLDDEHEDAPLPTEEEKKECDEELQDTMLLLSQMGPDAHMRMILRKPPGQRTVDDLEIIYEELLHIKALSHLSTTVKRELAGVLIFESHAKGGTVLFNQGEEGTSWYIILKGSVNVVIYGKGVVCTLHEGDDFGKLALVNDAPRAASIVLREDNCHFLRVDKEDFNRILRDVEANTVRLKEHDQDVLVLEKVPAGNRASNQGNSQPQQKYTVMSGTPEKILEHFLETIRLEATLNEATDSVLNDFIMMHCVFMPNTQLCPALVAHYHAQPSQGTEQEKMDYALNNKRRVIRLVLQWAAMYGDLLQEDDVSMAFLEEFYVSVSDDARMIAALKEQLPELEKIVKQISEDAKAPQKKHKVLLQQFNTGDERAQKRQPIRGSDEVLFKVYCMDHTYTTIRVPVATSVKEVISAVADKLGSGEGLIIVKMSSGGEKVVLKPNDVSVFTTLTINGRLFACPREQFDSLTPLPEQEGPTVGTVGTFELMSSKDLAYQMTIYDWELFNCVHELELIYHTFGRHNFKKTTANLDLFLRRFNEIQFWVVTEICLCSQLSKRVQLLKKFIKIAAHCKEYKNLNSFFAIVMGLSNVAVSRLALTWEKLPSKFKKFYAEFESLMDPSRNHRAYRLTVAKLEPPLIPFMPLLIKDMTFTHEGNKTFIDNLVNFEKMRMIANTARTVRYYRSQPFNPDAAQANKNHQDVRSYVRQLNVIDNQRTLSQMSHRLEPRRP
* marks the source's active call; other numbers are inactive results; ? = inconclusive; . = not tested or not shown; [ ] = remark or other dose. Unless noted, calls follow the shape of the dose curve; as a rule, active = well fitted curve in the direction sought with a large enough effect; inconclusive = small, poorly fitted or top-dose-only effect, or another doubt; inactive = no such curve, though single readings can be large; an effect the other way counts as inactive or inconclusive. The list is partial; count on the stated rates, not on these rows.

Structure	WRN inhibitor	MmCpn inh	EPAC1 ag	PI5P4K alpha inh	EPAC1 antag	PLK1 PBD inh	CCT chaperon mod	EPAC2 antag
COc1ccc(C(C(=O)NC2CCCCC2)N(C(=O)c2ccco2)c2ccccc2OC)cc1 (configuration not stated)	-22.5%	-0.8%	-21.8%	-1.8	-21.7%	-12.4%	-1.6	2.0%
COc1ccc(C(=O)Nc2c(N)nc(SCC(=O)N3CCC(C)CC3)[nH]c2=O)cc1	-14.1%	0.3%	7.6%	0.0	-15.7%	-2.3%	-0.8	5.7%
Cc1ccc(S(=O)(=O)N2CCC(C(=O)N[C@@H](Cc3ccccc3)C(=O)O)CC2)cc1	11.9%	-3.0%	-1.1%	.	0.3%	-0.3%	-0.1	8.1%
O=C(COC(=O)c1ncc(Cl)c(Cl)c1Cl)NC1CCS(=O)(=O)C1 (configuration not stated)	-6.6%	0.9%	2.8%	3.5	-0.3%	-6.2%	-3.1	9.7%
C=CCn1c(=S)[nH]c2cc(C(=O)N3CCN(c4ccccc4OC)CC3)ccc2c1=O	-2.4%	-1.8%	-0.6%	0.0	-17.9%	-4.2%	-3.1	1.1%
CCN(CC)CCNC(=O)c1ccc(NC(=O)Cc2cccc3ccccc23)cc1	9.3%	0.7%	1.4%	0.3	10.8%	-2.4%	0.4	-1.6%
Cc1nc(Cc2nnc(SCC(=O)N3CC(=O)Nc4ccccc43)o2)cs1	-11.5%	-0.3%	5.3%	-6.0	0.9%	-0.9%	0.5	-3.0%
Cn1c(=O)c2c(nc(Oc3ccc4c(c3)OCO4)n2Cc2ccc(Br)cc2)n(C)c1=O	-16.3%	0.0%	6.6%	-9.5	?	-2.7%	1.9	3.0%
Cc1cccc2nc(Cn3c(=O)n(CCC(=O)NCc4ccco4)c(=O)c4sccc43)cc(=O)n12	6.5%	-1.5%	2.2%	.	11.1%	-7.6%	-8.4	8.5%
CN1C(=O)NC(=O)C1c1ccccc1 (configuration not stated)	1.6%	.	1.4%	-0.3	4.7%	4.2%	-1.2	5.8%
O=C(NCc1cccc(C(F)(F)F)c1)c1cc(Cl)cc(Cl)c1	-3.9%	0.4%	11.0%	.	-0.2%	-0.1%	-1.1	-10.3%
CS(=O)(=O)N(CC(=O)NCc1ccc2c(c1)OCO2)c1cccc(Cl)c1	3.4%	-0.6%	2.7%	-0.3	-3.6%	-4.0%	-3.0	1.9%
CC(C)CN(C(=O)CN(C)S(=O)(=O)c1ccc(Cl)cc1)C1CCS(=O)(=O)C1 (configuration not stated)	-18.6%	-0.2%	5.2%	2.5	18.0%	4.1%	1.1	20.2%
Cc1cc(C)c2c(N)c(C(=O)c3ccc(Cl)cc3)sc2n1	-24.7%	-0.7%	-12.2%	-3.7	-13.1%	-11.0%	-2.7	-0.5%
Cc1cc(C(=O)N2CCC2(C)C(=O)O)c(C)o1 (configuration not stated)	2.3%	.	1.6%	-0.6	-5.0%	-12.9%	0.9	8.5%
COc1ccc(NC(=O)COC(=O)CCNS(=O)(=O)c2ccc(Cl)cc2)cc1	-2.1%	1.0%	-0.3%	-1.4	-10.7%	-2.5%	0.9	-24.1%
O=C(/C=C/c1ccccc1)NCCSCc1ccccc1Cl	-11.0%	2.1%	-5.0%	8.7	-4.3%	0.7%	0.3	-0.2%
COc1ccc(Cn2c(CCC(=O)Nc3ccccc3OC)nc3cccnc32)cc1	-26.7%[57.1 µM]	0.1%	15.8%	3.0	-22.8%	-9.6%	1.6	-10.5%
Cc1c(Cl)cccc1NS(=O)(=O)c1ccccc1	-8.2%	.	0.6%	2.2	-11.7%	?	-1.2	2.6%
CCOc1ccc(N2C(=O)CC(Cc3cc(C)cc(C)c3)C2=O)cc1 (configuration not stated)	-2.3%	-0.9%	4.2%	6.1	2.7%	-8.9%	-6.3	-13.0%
COc1cc(C=O)c(Br)cc1OCC(=O)NCc1ccccc1	4.9%	-0.4%	5.9%	2.6	5.3%	-14.2%	-1.1	-6.0%
Cc1ccc(C)c(C(=O)COC(=O)Cn2c(C)csc2=O)c1	-8.4%	-1.1%	-10.7%	1.7	6.4%	-9.0%	-0.6	2.1%
COc1ccc(-c2nc(CSCC(=O)NC3CCN(Cc4ccccc4)CC3)c(C)o2)cc1OC	-0.6%	-0.7%	0.2%	-0.1	-2.3%	-3.7%	0.1	6.6%
CCN1CCN(c2ccc(S(=O)(=O)N3CCOCC3)cc2NC(=O)CCSC)CC1	8.3%	-1.3%	0.0%	3.5	0.4%	-6.3%	-2.8	10.5%
O=C(NCCN1CCNCC1)c1ccccc1O	-2.2%	.	12.9%	-1.8	-13.5%	-3.2%	1.7	0.6%
O=C(N/N=C/c1ccc(OC(=O)c2ccco2)cc1)c1ccc[n+]([O-])c1	-2.8%	.	9.3%	-2.9	-12.2%	-2.6%	-3.0	-1.6%
Cc1ccc(NC(=S)NCc2ccc(F)cc2)c(C)c1	1.5%[57.1 µM]	-1.7%	8.7%	2.3	-15.0%	-0.3%	-2.1	-10.4%
Cc1cc(N2C(=O)C(O)=C(C(=O)c3ccc(C)o3)C2c2ccc([N+](=O)[O-])cc2)no1 (configuration not stated)	-4.0%	-1.5%	-1.1%	-8.8	-14.4%	-8.4%	-3.1	-13.5%
C[C@@H]1CN([C@@H](C)CO)S(=O)(=O)c2ccc(-c3cccc(C#N)c3)cc2O[C@@H]1CN(C)C(=O)c1ccc(F)cc1	-2.7%	.	-20.4%	-7.7	-9.7%	-6.4%	1.6	-4.9%
C=CCn1c(SCc2c(C)noc2C)nc2sc3c(c2c1=O)CCC(C)C3 (configuration not stated)	-4.0%	0.7%	-0.2%	3.6	9.3%	-5.3%	0.4	-0.1%
O/N=C(\COc1ccccc1O)c1ccccc1	-4.4%	0.6%	-2.7%	.	3.4%	-0.6%	-3.9	2.6%
O=C(c1ccco1)N1CCN(Cc2nc3cc(Cl)ccc3c(=O)[nH]2)CC1	-0.9%	1.0%	-4.3%	-3.8	5.1%	1.8%	-1.6	0.1%
CC1(C(=O)NS(=O)(=O)C2CC2)CCN(C(=O)c2ccc(F)c(Cl)c2)C1 (configuration not stated)	5.6%	.	-9.2%	-0.1	-10.4%	-11.5%	-3.7	9.9%
Cc1ccc(S/C=C\C(=O)c2ccccc2)cc1	-14.9%	-1.1%	8.2%	.	?	-19.4%	0.3	-21.1%
S=C1Nc2ccccc2Sc2ccc(Cl)cc21	-1.3%	-0.9%	-2.2%	4.0	-7.8%	23.8µM*	1.5	9.5%
COC(=O)c1cc(S(=O)(=O)N2CCN(c3cccc(Cl)c3)CC2)c[nH]1	9.1%	-1.1%	-15.3%	2.2	15.5%	-3.0%	1.0	8.8%
CCSc1nc2ccc(OC)cc2cc1C#N	-5.3%	0.2%	5.3%	6.4	-14.4%	-5.6%	-3.8	3.3%
Cc1nn(-c2ccc(F)cc2)c(C)c1CN1CCN(CCC(C)C)C(CCO)C1 (configuration not stated)	1.5%	-0.4%	-12.3%	0.8	-16.8%	-8.3%	-0.1	-2.0%
CCCn1nc2cc(C(=O)NCCc3ccc(C)cc3)ccc2c1OCC	-1.9%	1.7%	-4.1%	3.6	-8.6%	-1.2%	-1.8	2.4%
Cc1ccc(C)c(NC(=O)Cn2ccn(-c3ccc4c(c3)OCO4)c(=O)c2=O)c1	-7.3%	-1.2%	1.5%	1.6	-0.3%	-0.6%	-2.5	10.6%
CCOC(=O)c1c(NC(=O)C2C3CCC(O3)C2C(=O)O)sc(C)c1-c1ccc(F)cc1 (configuration not stated)	-10.2%	-10.3%	-8.4%	-6.3	1.0%	-7.7%	-2.5	12.8%
Cc1cc(C)n2nc(CC(=O)NCc3ccc(F)cc3)nc2n1	0.7%	0.7%	0.0%	2.4	5.2%	26.7µM*	0.8	17.1%
CSc1nccc(Oc2ccc(C#N)cc2)n1	-1.1%	-0.3%	-11.9%	-7.8	-12.7%	-13.5%	3.9	5.8%
COc1cc(OC)c(-c2noc(C(=O)OC(C)(C)C)c2C(=O)OC(C)(C)C)c(OC)c1	-7.9%	-0.6%	-10.1%	22.8	-10.3%	1.2%	3.5	-14.7%
CCCOC(=O)CSc1nnc(-c2cc(OC)c(OC)c(OC)c2)o1	1.6%	-1.9%	12.2%	2.3	-8.4%	-7.9%	-0.4	-5.9%
CCC1CCCCN1CCNS(=O)(=O)c1ccc2c(c1)oc(=O)n2C (configuration not stated)	-5.9%	1.8%	9.9%	-0.3	3.8%	1.5%	-0.3	16.4%
COc1cc(C)c(NC(=O)COc2ccc3c(c2)OCO3)cc1C	17.0%	-1.5%	-4.5%	4.4	17.1%	-4.4%	-0.3	4.6%
Cc1cccc(C)c1-n1nnnc1SCC(=O)N1CCNC1=O	2.7%	-3.3%	3.9%	-0.5	18.4%	-7.1%	0.3	11.8%
O=C1CCSc2ccc(Cl)cc2N1Cc1ccccc1	0.4%	-2.0%	3.3%	3.7	-1.3%	-1.2%	-1.2	19.9%
Cc1ccc(N2C(=O)NC(C(F)(F)F)(C(F)(F)F)C3=C2CC(C)(C)CC3=O)cc1	-25.9%	2.8%	0.7%	-0.6	-5.2%	-3.3%	-2.1	0.8%
Cc1ccc(C)c(S(=O)(=O)N2CCN(CC(=O)NC(=O)NCc3ccccc3)CC2)c1	-2.6%	-1.0%	4.7%	1.3	-6.1%	0.1%	-3.0	-4.8%
COc1ccc(CNC(=O)C[C@H]2C[C@H](C(=O)N3CCOCC3)[C@@]3(CCC4CCCC4)c4[nH]c5cc(-c6ccco6)ccc5c4CCN3C2=O)cc1OC	-5.7%	-4.7%	-2.5%	-8.3	-18.8%	-13.8%	-2.0	8.1%
CCNc1nc(NOC)nc(OCC#N)n1	-7.9%	1.1%	14.1%	0.6	-4.7%	-4.3%	0.7	12.2%[57.1 µM]
O=C(/C=C/c1ccncc1)c1cc(Cl)ccc1O	-0.6%	-3.5%	13.1%	-22.3	5.4%	-19.7%	-0.2	-10.9%
Cc1ccn2c(=O)c(NC(=O)c3ccc4c(c3)OCO4)c(C)nc2c1	-3.6%	.	13.6%	5.8	-11.7%	-7.4%	0.1	-5.3%

High-throughput results deposited in PubChem BioAssay by National Center for Advancing Translational Sciences (NCATS).
